# Assay outcomes: PubChem BioAssay, several laboratories
# SR-BI DiI inh = inhibitors of mouse SR-BI mediated HDL lipid uptake | 320,000 tested, 0.96% active | ldlA[mSR-BI] CHO cells, DiI-HDL uptake fluorescence, 3 h | inhibition, % at 12.5 µM | Q61009 | AID 488896;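 active = mean replicate inhibition of at least 70% and a set share of replicates each scoring 70 or more; inconclusive = meets just one of the two criteria; inactive = fails both criteria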;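 note: 0% = median of neutral control wells and 100% = median of positive control wells; values of inactives mirror those of a sister screen read the other way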
# V-ATPase pHluor = yeast V-ATPase proton transport regulation by pHLuorin. S. cerevisiae, pHLuorin cytosolic pH fluorescence. response, % at 10 µM. 350,000 tested, 0.37% active. AID 504577; in the data active = response mostly above about 7.3%, no sharp cut-off; inactive = mostly below about 5.4%; note: actives read high; inactives centre near 0; some compounds called inactive have numbers as strong as hits; reference of the scale not given here
# HTR5A ag = HTR5A agonism, opioid heterodimer counter-screen; P47898; HTR5A agonist assay, luminescence, cell-based; activation, % at 9.3 µM; 340,000 tested, 0.61% active; AID 504692; in the data active = activation mostly above about 9.5%, no sharp cut-off; inactive = mostly below about 7.6%;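 note: 0% = cells with vehicle only and 100% = reference agonist; strong numbers were not always called active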
# Target sequence (P47898 whole entry, looked up): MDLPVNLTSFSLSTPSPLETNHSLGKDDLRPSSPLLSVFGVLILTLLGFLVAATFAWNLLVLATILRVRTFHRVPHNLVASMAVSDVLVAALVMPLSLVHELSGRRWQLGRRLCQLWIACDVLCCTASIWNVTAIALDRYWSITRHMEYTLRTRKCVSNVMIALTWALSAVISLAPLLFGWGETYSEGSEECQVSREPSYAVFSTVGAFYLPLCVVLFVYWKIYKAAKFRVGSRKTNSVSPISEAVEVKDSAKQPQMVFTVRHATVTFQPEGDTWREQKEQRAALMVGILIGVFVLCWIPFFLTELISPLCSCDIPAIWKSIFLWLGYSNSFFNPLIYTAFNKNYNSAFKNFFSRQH
# Wnt bcat act = activators of Wnt/beta-catenin signaling. activation, % at 9.35 µM. Wnt/beta-catenin reporter cell assay, activator, plate reader. 300,000 tested, 1.2% active; in the data active = activation above about 30%, passing the limit was not always enough; inconclusive = no clear call, values can overlap the other calls;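 note: 0% = neutral control wells and 100% = positive control wells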
# NSD2 inh = NSD2 (human) methyltransferase inhibition; NSD2 peptide methylation, AlphaScreen, 120 min; 310,000 tested, 0.54% active; inhibition, % at 12.5 µM; O96028; AID 743445; in the data active = inhibition above about 50%
# MITF TRPM1 HTS = increases MITF-driven TRPM1 promoter luciferase signal; activation, % at 12.5 µM; 300,000 tested, 0.75% active; SK-MEL-5 TRPM1-promoter luciferase, 24 h; % of positive control, neutral wells = 0;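 active = mean activation of at least 80% with every replicate also reaching 80%; inconclusive = mean reaches 80% but some replicate falls short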;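 note: 0% = neutral control wells and 100% = parthenolide positive control wells; values of inactives mirror those of a sister screen read the other way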
# CDK5 inh = inhibitors of human CDK5/p35 kinase | Recombinant CDK5/p35, ADP-Glo luminescence, 60 min | 330,000 tested, 0.01% active | inhibition, % at 10 µM | AID 488839;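 active = highest replicate inhibition of at least 50% and at least 75% of replicates reaching 50%; inconclusive = only one of the two criteria met; inactive = both criteria failed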;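 note: plate controls were DMSO neutral control for no effect and GW8510 at 10 µM for full effect; many of its hits are not listed in these tables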
# PvdQ inh = P. aeruginosa PvdQ acylase inhibition; AID 488965; 340,000 tested, 0.063% active; inhibition, % at 10 µM; purified PvdQ acylase, fluorescence plate reader; in the data active = inhibition above about 30%, passing the limit was not always enough; inconclusive = no clear call, values can overlap the other calls;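 note: 0% = vehicle neutral wells and 100% = reference inhibitor wells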
# HTR5A inv ctr = counter-screen for OPRM1-OPRD1 inverse agonists: human HTR5A inverse agonism | HTR5A cell line, luminescence | AID 504634 | 340,000 tested, 0.083% active | P47898 | inhibition, % at 9.3 µM; in the data active = inhibition mostly above about 23%, no sharp cut-off; inactive = mostly below about 18%;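 note: 0% = cells with DMSO and 100% = no-cell wells with DMSO; some compounds called inactive have numbers as strong as hits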
# dFosB act = activators of mouse delta FosB homodimer; 340,000 tested, 0.99% active; purified delta FosB, TAMRA-CDK5 oligo fluorescence polarization; percent of positive-control signal above neutral wells; activation, % at 25 µM; P13346;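 active = mean activation above about 17%, with every replicate also reaching it, limit read from the data, passing the limit was not always enough; inconclusive = only one of the two conditions met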;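 note: fluorescence polarization rise as delta FosB binds a TAMRA Cdk5 AP-1 oligo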
# Target sequence (P13346 whole entry, looked up): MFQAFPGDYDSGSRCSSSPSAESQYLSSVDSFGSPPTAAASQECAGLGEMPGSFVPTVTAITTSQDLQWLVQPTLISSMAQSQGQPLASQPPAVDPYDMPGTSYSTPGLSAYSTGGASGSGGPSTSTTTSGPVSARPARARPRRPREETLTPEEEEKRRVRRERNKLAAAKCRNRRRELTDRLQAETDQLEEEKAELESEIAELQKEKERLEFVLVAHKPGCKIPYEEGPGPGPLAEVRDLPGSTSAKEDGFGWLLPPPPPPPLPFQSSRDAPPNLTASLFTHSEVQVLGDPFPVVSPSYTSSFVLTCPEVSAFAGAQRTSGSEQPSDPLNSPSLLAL
# * = called active by the depositor; ? = inconclusive; . = not tested or not shown. Compounds were not picked by outcome. About 5% of those tested had a hit in this group.
SMILES,SR-BI DiI inh,V-ATPase pHluor,HTR5A ag,Wnt bcat act,NSD2 inh,MITF TRPM1 HTS,CDK5 inh,PvdQ inh,HTR5A inv ctr,dFosB act
COc1ccc(C(=O)OCC(=O)c2ccc(Cl)s2)c(OC)c1OC,5,-1,3,-5,-3,14,-2.9,3,-18,-10
CCCN(CC1CCCO1)C(=O)c1cc(COc2ccc(F)cc2F)on1 (centres undefined),-4,2,-5,1,-2,-3,-0.4,-7,-26,-6
Cc1occc1-c1n[nH]c(=S)n1-c1ccccc1,1,-3,-1,-1,-1,-2,-0.3,-18,4,-7
COc1cc(OC)c(NC(=S)Nc2cccc(C(C)=O)c2)cc1Cl,87*,-1,4,-2,0,5,2.2,9,-11,8
CCCCN1C(=O)NC(NC(=O)C2CC2)(C(F)(F)F)C1=O (centres undefined),-1,-1,4,0,-6,14,0.4,12,-11,-5
Cn1c(SCc2ccon2)nc2ccccc2c1=O,-10,0,2,4,.,5,0.5,-13,-7,-11
Cc1ccc(CCNC(=O)C2CCCN(S(=O)(=O)c3c(C)noc3C)C2)cc1 (centres undefined),14,-5,3,-4,.,2,0.0,-3,13,-2
CCOc1ccc(NC(=O)Cc2c(O)c3ccccc3[nH]c2=O)cc1,3,0,-3,.,4,-8,-1.1,6,-2,-2
O=C(CCN1N=C(c2ccccc2)CCC1=O)NC1CCCC1,4,2,0,0,3,-6,0.4,-10,3,0
CCC1CCCCN1CCCNC(=O)c1ccc(CS(=O)(=O)Cc2ccc(Cl)cc2)o1 (centres undefined),-24,0,4,0,3,12,-0.5,-18,-16,-3
Cc1ccccc1NC1c2ccccc2C(=O)N1Cc1ccco1 (centres undefined),7,1,3,-17,.,.,-0.5,-15,-19,-6
C[C@H](CO)N1C[C@H](C)[C@@H](CN(C)S(=O)(=O)c2ccc(F)cc2)Oc2c(NC(=O)Nc3ccc(C(F)(F)F)cc3)cccc2C1=O,3,4,7,-2,.,-5,0.1,-10,2,?
CCOc1ccccc1N1CCN(C(=O)c2ccc(OCC(=O)N3CCOCC3)c(OC)c2)CC1,1,1,-2,-1,-4,5,0.6,-1,-2,0
COc1ccccc1OCCNC(=O)/C=C/c1ccc([N+](=O)[O-])cc1,-4,-4,0,24,19,-1,0.2,14,-12,-5
COc1ccc(C(=O)N2CCCC(Nc3ccc(C)c(C)c3)C2)cc1F (centres undefined),-7,-2,3,2,8,10,-1.0,-14,-6,-6
COc1ccc(-n2nc(C(=O)NCC(=O)NCCCN3CCOCC3)c3ccccc3c2=O)cc1OC,-16,8,-2,-3,-5,11,-1.4,-11,-9,0
Cc1ccc(NS(=O)(=O)c2ccccc2)c2c1CC(C)(C)O2,18,-2,-3,-3,1,8,-0.4,2,-8,4
CC[N+]1(C)CCC(O)(/C=C/c2ccccc2)C(C(=O)/C=C/c2ccccc2)C1 (centres undefined),-15,6,1,-6,33,.,2.9,-18,-5,6
O=C(COC(=O)c1ccco1)NCc1ccccc1Cl,-10,-3,4,-1,0,8,-1.3,6,-11,-5
O=C(CCCN=C1NS(=O)(=O)c2ccccc21)OCc1ccc(F)cc1,-13,-2,-3,-2,19,-8,1.3,4,14,-5
COc1ccc(N2CCN(c3c(S(=O)(=O)c4ccccc4)cnc4ccc(OC)cc34)CC2)cc1,29,-4,-5,4,2,1,2.7,-9,16,-4
CCCSc1ccc([C@H]2N[C@@](C)(C(=O)OC)[C@H]3C(=O)N(CC)C(=O)[C@@H]23)cc1,8,-7,9,1,.,64,0.7,11,-8,-1
COc1ccc(NS(=O)(=O)c2cc(NC(=O)c3ccc(F)cc3)ccc2OC)cc1,25,-1,5,1,0,-20,-0.1,-10,-16,0
COc1cccc(CNC(=O)C2CCN(S(=O)(=O)N3CCC(C)CC3)CC2)c1,-22,1,-1,0,0,-5,-6.7,-24,9,-14
CCn1c(SCC(=O)n2nc(C)cc2C)nnc1-c1ccc2c(c1)OCO2,-26,-5,2,.,-1,.,0.3,-6,5,-1
O=C(CSc1nncc2ccccc12)Nc1ccc(F)cc1,-5,0,2,-4,-6,24,-1.8,-13,-5,3
Cc1cc(Br)ccc1NC(=O)c1sc2ncn(CC(=O)N3CCN(c4ccccn4)CC3)c(=O)c2c1C,50,5,-1,3,-5,4,0.4,-15,-13,11
COc1ccc(Nc2nc(N)nc(CN3CCN(c4ccccn4)CC3)n2)cc1,-11,0,4,-3,2,0,-0.4,-6,-20,-6
O=C(c1cc(S(=O)(=O)N2CCOCC2)ccc1F)N1CCc2ccccc21,31,0,-2,-6,14,-20,0.8,-1,-18,-2
CC1(C)CC(=O)C=C(c2ccc3[nH]ccc3c2)C1,12,-4,1,17,.,21,0.1,-11,-2,4
COc1ccc(Cl)cc1NC(=O)CN(C)C(=O)c1cc2c(F)cccc2s1,6,1,4,-4,1,-10,-5.4,-10,-9,-5
COC(=O)c1sccc1NC(=O)c1ccccc1,-2,-3,-4,-2,-4,-12,-0.5,-3,10,-10
CC1CCN(S(=O)(=O)c2cccc(S(=O)(=O)N3CCCC3)c2)CC1,.,-5,2,-3,5,.,0.4,5,-6,0
COC(=O)c1ccc(S(=O)(=O)NCc2cccc(OC)c2)n1C,-11,-1,2,.,-1,0,1.9,-16,8,0
CSCCC(=O)Nc1nc(-c2ccccn2)cs1,15,-4,-2,-1,3,-9,0.8,2,-16,-14
Cc1cccc(-n2c(N)cc(=O)nc2SCC(=O)Nc2cc(C)on2)c1,-25,-6,0,-6,1,.,0.7,5,0,-10
Cc1ccc(-n2ncc3c2CC(C)(C)CC3NC(=O)CCCN2CCCC2=O)cc1 (centres undefined),16,4,-1,0,-7,5,0.7,-5,-11,-4
O=[N+]([O-])c1cc(S(=O)(=O)N2CCCC2)ccc1NCCCN1CCOCC1,-13,-1,5,-1,.,4,0.7,5,-13,8
O=[N+]([O-])c1cccc2ccc(/C=C/c3cccc(Br)c3)nc12,41,-6,4,28,-1,-3,0.3,-14,-12,-5
O=C1CN(c2ccc(Cl)cc2)C(=O)CN1NC(=S)Nc1ccc(Cl)cc1,-41,1,-2,.,1,0,-1.3,1,7,-2
CCC(=O)N(Cc1cc2ccc(C)cc2[nH]c1=O)c1ccccc1OC,-20,-3,3,-1,-1,-10,0.2,-6,-11,-4
O=C(OCn1nnc2ccccc2c1=O)c1cccnc1Cl,-14,-1,-3,.,6,6,-2.1,-14,-42,-1
CCCCN1CCCCC1C(=O)Nc1c(C)cc(C)cc1C (centres undefined),.,4,-1,.,-5,.,-1.7,3,2,-3
COc1ccc(C(=O)N2CCN(c3ncccn3)CC2)cc1,-21,3,-5,.,-2,6,1.1,9,17,6
CC1(C)CC(=O)C(CC2=C(O)CC(C)(C)CC2=O)C(=O)C1,-8,0,0,-3,.,.,0.4,1,-16,-2
COc1ccccc1OCCCn1cc(C#N)c2ccccc21,19,0,-5,.,-1,-7,-0.2,-7,15,-7
O=C(NCc1ccccc1)c1onc(CSc2ccc(F)cc2)c1C(=O)NCc1ccccc1,13,1,2,-3,.,4,0.9,-15,11,-19
CCOC(=O)CNC(=S)NN(C)C,-19,-4,4,3,0,0,0.6,-10,-30,-2
CCN(CC)c1ccc(/C=N/Nc2cccc(C)c2)c(O)c1,45,0,2,6,3,-9,0.8,-2,-14,-9
Cc1ccc(C)c(S(=O)(=O)N2CCN(c3nc(CN4CCOCC4)nc4sc(C)c(C)c34)CC2)c1,-8,6,0,-2,-1,5,-7.2,-6,1,-14
COc1ccc(-c2cc(C(=O)N/N=C(\C)c3ccco3)c3ccccc3n2)c(OC)c1,39,-3,-2,-5,0,-15,0.2,8,-9,-14
CCSc1nc2cc(OC)c(OC)cc2c(=O)n1CC,.,2,-1,.,0,4,-0.7,?,-23,1
CCCCCCOc1ccc(N2C(=O)CC(SCCN)C2=O)cc1 (centres undefined),-23,-1,2,6,-1,.,0.7,-19,-7,0
C=COC(=O)CSc1nc(-c2cccs2)ccc1C#N,-7,-1,7,28,0,40,-3.9,-7,-10,-17
CC1Cc2ccccc2N1C(=O)C1CCN(S(=O)(=O)c2cccs2)CC1 (centres undefined),34,4,2,.,-2,3,-4.6,7,-3,-4
Cc1ccnc(NC(=O)CCc2c[nH]c3ccccc23)c1,9,2,4,12,4,18,0.0,8,-16,0
Cc1cc(C)c(CN2CCCC(CNC(=O)c3ccc(F)cc3)C2)c(-n2cccn2)c1 (centres undefined),20,-3,0,-2,0,3,-0.6,0,1,-10
CC(NC(=O)NCc1cccnc1)(C(F)(F)F)C(F)(F)F,-26,2,-2,.,-2,6,-4.5,-10,9,-6
CC(C)(CC(=O)O)CC(=O)NCc1c(Cl)cccc1Oc1ccccc1,-3,-1,-7,2,-5,1,0.2,-12,19,3
Cc1cc(C(=O)COC(=O)c2cc(O)c3ccccc3c2O)c(C)n1CC1CCCO1 (centres undefined),46,-1,0,.,.,-62,-0.8,9,-1,-17

# The final two compounds of the part above open the next one:
SMILES,SR-BI DiI inh,V-ATPase pHluor,HTR5A ag,Wnt bcat act,NSD2 inh,MITF TRPM1 HTS,CDK5 inh,PvdQ inh,HTR5A inv ctr,dFosB act
CC(C)(CC(=O)O)CC(=O)NCc1c(Cl)cccc1Oc1ccccc1,-3,-1,-7,2,-5,1,0.2,-12,19,3
Cc1cc(C(=O)COC(=O)c2cc(O)c3ccccc3c2O)c(C)n1CC1CCCO1 (centres undefined),46,-1,0,.,.,-62,-0.8,9,-1,-17
Nc1cccc2cc(-c3ccccc3)oc12,23,-5,-3,-2,7,115*,0.5,1,8,-9
COC(=O)COc1ccc(C2NC(=O)NC(C)=C2C(=O)NCc2ccccc2)cc1OC (centres undefined),-2,1,0,1,-2,-3,2.8,-14,-1,1
O=C(c1ccc2nc[nH]c2c1)N1CCN(S(=O)(=O)c2cccc(F)c2)CC1,-10,2,1,-2,3,-1,0.8,-7,-2,-8
CC12CCC(=O)N1C(C(=O)Nc1nc3ccc(Cl)cc3s1)CS2 (centres undefined),15,2,6,4,2,7,0.1,2,-26,-8
CCN(c1ccccc1)S(=O)(=O)c1cc(OC)ccc1OC,-16,-1,-3,-3,0,12,1.4,-13,-10,-2
CCOc1ccccc1OCCn1nc2ccccc2n1,-2,0,5,0,-4,.,-0.4,-17,6,-1
CSc1cccc(NC(=S)N(CCCN2CCC(C)CC2)Cc2cccs2)c1,0,0,1,-2,2,0,-0.2,-2,2,2
O=C(OCc1ccc([N+](=O)[O-])cc1)c1ccccn1,-20,0,0,0,.,5,-0.2,19,-5,-1
Cc1cccc(C)c1NC(=O)CN(C)C(=O)c1ccc2c(=O)n3c(nc2c1)CCC3,-23,-7,0,-1,-3,20,-2.3,-4,1,-12
CCOC(=O)CN(C(=O)CNC(=O)c1cccs1)C(C(=O)NC1CCCCC1)c1cccnc1 (centres undefined),-24,5,-5,-4,2,-5,3.5,15,0,0
CC(=O)Nc1ccc(S(=O)(=O)NCCC(=O)Nc2ccc(C)c(Cl)c2)cc1,-10,-2,-2,-3,-2,-7,-0.5,-6,0,-5
O=C1CCCc2c1ccc1ccccc21,13,1,-4,-3,28,20,-1.1,-14,13,-10
